Screening results (PubChem BioAssay)
Abeta rescue: A-beta toxicity reversal in yeast. yeast expressing A-beta42, growth rescue, OD600, 48 h; response scale: 0% DMSO, 100% iron-clioquinol control. Potency, µM (series often up to 46.1 µM), inactives show at the top dose growth rescue, most hits filed as activators. 410,000 tested, 0.063% active. AID 1347071; note: potency is the fitted concentration of half-maximal effect; nearly all actives have a fitted effect of over 55% in size
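Yeast A-beta toxicity model in growth medium with pinned compounds, 48 h at 30 C; growth read as absorbance at 600 nm. Normalized to FeCl3/clioquinol equimolar mix (positive) and DMSO (negative).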
TDP43 rescue: TDP-43 toxicity inhibition in yeast | TDP-43 expressing yeast growth rescue, BacTiter-Glo, 24 h | Potency, µM (highest dose often 46.1 µM), for the others: at the highest dose growth rescue (activation), most hits filed as activators | 410,000 tested, 1.8% active; note: potency is the fitted concentration of half-maximal effect; % of control where 0% means no effect; nearly all actives have a fitted effect of over 50% in size
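Yeast cells expressing TDP-43 under galactose induction are exposed to compounds for 24 hr at 30 deg C. BacTiter-Glo luminescence measures growth, so protective compounds score as activators.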
EPAC2 antagonist: EPAC2 (human) antagonism; AID 720708; EPAC2 GEF exchange of Rap1B-BODIPY-GDP, fluorescence; 360,000 tested, 0.18% active; Potency, µM (top dose mostly 114 µM), for inactives: at the highest dose activity, negative = inhibition, hits mostly inhibitors; Q8WZA2; note: potency is the fitted concentration of half-maximal effect; % is set by controls: 0 for no effect and ±100 for the full control effect; nearly all actives have a fitted effect of over 45% in size; many of its hits are not listed in these tables
Target sequence (Q8WZA2 whole entry, looked up): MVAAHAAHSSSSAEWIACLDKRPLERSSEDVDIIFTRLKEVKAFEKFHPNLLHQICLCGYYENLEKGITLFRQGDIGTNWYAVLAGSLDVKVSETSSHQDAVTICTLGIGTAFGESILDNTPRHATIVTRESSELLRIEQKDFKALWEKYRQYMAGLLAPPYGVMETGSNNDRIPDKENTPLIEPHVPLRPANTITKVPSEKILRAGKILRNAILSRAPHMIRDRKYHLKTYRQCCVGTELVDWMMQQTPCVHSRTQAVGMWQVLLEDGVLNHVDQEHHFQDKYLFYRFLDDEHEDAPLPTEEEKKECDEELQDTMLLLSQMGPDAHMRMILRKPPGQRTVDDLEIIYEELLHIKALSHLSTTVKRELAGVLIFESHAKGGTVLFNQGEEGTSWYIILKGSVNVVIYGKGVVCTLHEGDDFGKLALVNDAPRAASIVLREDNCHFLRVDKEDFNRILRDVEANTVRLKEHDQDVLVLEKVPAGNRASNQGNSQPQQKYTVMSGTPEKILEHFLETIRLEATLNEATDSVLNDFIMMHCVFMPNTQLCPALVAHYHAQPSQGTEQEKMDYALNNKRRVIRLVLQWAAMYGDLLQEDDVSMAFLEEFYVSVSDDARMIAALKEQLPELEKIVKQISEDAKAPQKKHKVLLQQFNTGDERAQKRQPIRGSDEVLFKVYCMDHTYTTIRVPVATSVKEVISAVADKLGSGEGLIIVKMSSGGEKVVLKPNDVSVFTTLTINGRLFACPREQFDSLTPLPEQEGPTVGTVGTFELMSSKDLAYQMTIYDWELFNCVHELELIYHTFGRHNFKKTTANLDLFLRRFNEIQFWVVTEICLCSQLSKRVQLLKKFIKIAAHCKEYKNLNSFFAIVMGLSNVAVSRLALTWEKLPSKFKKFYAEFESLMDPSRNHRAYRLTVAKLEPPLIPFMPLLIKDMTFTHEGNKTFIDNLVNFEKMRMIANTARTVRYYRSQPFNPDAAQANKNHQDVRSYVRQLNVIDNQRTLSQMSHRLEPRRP
DRD3 agonist: agonists of human D3 dopamine receptor; max activation, %; AID 652048; P35462; D3R DiscoveRx beta-arrestin cells, luminescence, 90 min; 410,000 tested, 0.58% active; in the data active = max activation above about 30%; note: 0% is about no effect; mostly tested at two doses, the higher about 12 µM
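Cells at 1500/well, incubated overnight, then treated with pinned compounds (dopamine as control) for 90 min at 37 degrees C. DiscoveRx reagent added for 30 - 60 minutes at room temperature; luminescence read.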
D3 antag: D3 dopamine receptor (human) antagonism; AID 652054; P35462; D3R cells, DiscoveRx beta-arrestin luminescence, antagonist mode; active compounds read low; max response, negative = inhibition, %; 360,000 tested, 2.5% active; in the data active = max response below about -50%; inconclusive = no clear call, values can overlap the other calls; note: % is set by controls: 0 for no effect and ±100 for the full control effect; mostly tested at two doses, the higher about 12 µM
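Cells plated overnight at 1500 cells/well, then exposed to library compounds with dopamine controls for 90 minutes at 37 degrees C. DiscoveRx reagent added for 30–60 minutes at room temperature; luminescence read, quantitative HTS format.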
aSyn yeast inh: alpha-synuclein toxicity inhibition in yeast; Yeast expressing alpha-synuclein, growth rescue, BacTiter-Glo, 24 h; Potency, µM (doses to about 46.1 µM), inactives show at the top dose growth rescue (activation), usual class: activators; 370,000 tested, 0.14% active; AID 652106; note: potency is the fitted concentration of half-maximal effect; % of control where 0% means no effect; nearly all actives have a fitted effect of over 65% in size
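Rescue of yeast growth: cells expressing toxic alpha-synuclein, induced in galactose at OD600 0.02, incubated with compound 24 h at 30 C. ATP luminescence quantified growth; inhibitors of toxicity appear as activators.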
EPAC2 ag: agonists of human EPAC2 (RAPGEF4); EPAC2 activation, biochemical qHTS; response scale: 100% = 6.5 mM cAMP response; Potency, µM (doses to about 154 µM), for the others: at the top dose activation, most hits filed as activators; 360,000 tested, 0.079% active; AID 720711; note: potency is the fitted concentration of half-maximal effect; nearly all actives have a fitted effect of over 50% in size
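Fluorescence exchange assay: 100 nM EPAC2 with 250 nM RAP1B-BODIPY-GDP and 50 uM GDP; compounds tested as a concentration-titration series (qHTS). Loss of Rap1-bound BODIPY-GDP fluorescence read at 480/540 nm; data normalized to 6.5 mM cAMP.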
FUS yeast rescue: rescues growth of FUS-expressing yeast; S. cerevisiae FUS-expressing, growth rescue, OD600, 24 h; 390,000 tested, 0.24% active; Potency, µM (doses to about 76.6 µM), inactives show at the top dose growth rescue (activation), most hits filed as activators;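 note: potency is the fitted concentration of half-maximal effect; plate controls were DMSO vehicle for no effect and reference control for full effect; nearly all actives have a fitted effect of over 55% in size; some results filed as inactive show a strong effect at the top dose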
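Toxicity suppression screen in FUS-yeast. Cells induced with 2% galactose, starting OD 0.005, treated 24hr at 30C with compounds at multiple final concentrations; growth by OD600.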
Numbers without * were called inactive; ? = inconclusive; . = not tested or not shown; [ ] = another dose, or the depositor's remark. Unless noted, calls come from the whole dose curve; as a rule, active = well fitted curve in the direction sought with a large enough effect; inconclusive = small, poorly fitted or top-dose-only effect, or another doubt; inactive = no such curve, though single readings can be large; an effect the other way counts as inactive or inconclusive. Not all compounds are listed (hit frequency here may not be typical).

SMILES	Abeta rescue	TDP43 rescue	EPAC2 antagonist	DRD3 agonist	D3 antag	aSyn yeast inh	EPAC2 ag	FUS yeast rescue
CC(=O)N1CCN(c2ncnc3ccccc23)CC1	-1%	-3%	7%	3	0	0%	2%	0%
CC1CCN(C(=O)COC(=O)C(C)N2C(=O)c3ccccc3C2=O)CC1 (stereo unspecified)	16%	13%	4%	0	5	2%	3%	-12%
O=C(NCC(=O)N1CCCC1)c1cccs1	18%	-15%	0%	15	-9	1%	2%	-11%
CCOC(=O)N1CCC(NC(=O)C2=CCN(S(=O)(=O)c3ccccc3)CC2)CC1	-5%	-9%	19%	-5	13	0%	0%	-1%
COc1cccc(CN2c3ccccc3-c3nc(SCC(=O)Nc4ccccc4Cl)ncc3S2(=O)=O)c1	1%	0%	.	2	.	.	.	31%
CC(=O)Nc1ccc(S(=O)(=O)NNC2=NS(=O)(=O)c3ccccc32)cc1	-1%	-12%	4%	8	7	-6%	6%	8%
Cc1ccc2oc(-c3cc(NC(=O)c4cccs4)cc(C)c3O)nc2c1	-19%	-2%	.	-17	.	1%	.	-17%
CC(C)(C)C1CCc2onc(C(=O)Nc3cccnc3)c2C1 (stereo unspecified)	?	28%	-11%	1	-27	16%	4%	?
CN1CC(=O)Nc2cc(C(=O)O)ccc21	-2%	28%	.	2	.	.	.	-9%
CC(C)C1C(=O)N(Cc2cn(CCC3OCCO3)nn2)CCS(=O)(=O)N1Cc1ccc(-c2ccc(F)cc2)cc1 (stereo unspecified)	10%	?	-23%	-3	2	3%	17%	?
CCOc1cc(CNn2cnnc2)ccc1OCC(=O)NC1CCCCC1	14%	-4%	2%	-11	-7	4%	-8%	13%
O=S(=O)(NCC(c1ccco1)N1CCN(c2ccccc2)CC1)c1ccccc1 (stereo unspecified)	2%	-8%	.	-16	.	.	.	14%
COc1ccc(C(=O)N/N=C/c2c[nH]c3ccccc23)cc1	-7%	16%	-2%	1	-14	5%	4%	6%
Nc1nn(-c2ccccc2)c(N)c1N=Nc1ccccc1	-24%	?	8%	-13	3	-13%	4%	.
O=C(NNC(=O)C1CCN(S(=O)(=O)c2cccc(Cl)c2)CC1)C1CC1	4%	-11%	-1%	3	6	9%	1%	1%
CC(C)(C)C1CCC(=NNC(=O)c2cc(-c3ccccc3)n[nH]2)CC1 (stereo unspecified)	10%	-17%	-15%	-8	27	0%	-10%	.
O=C(N/N=C/c1ccccc1C(=O)O)c1ccccc1Br	-3%	-4%	-2%	-2	-12	1%	7%	38%
COc1ccc(N2Cc3cccc(C(=O)Nc4ccc(C)c(C)c4)c3C2=O)cc1	-5%	0%	.	3	.	.	.	-4%
CC(OC(=O)c1ccc(OCC2CCCO2)cc1)C(=O)N(C)Cc1ccccc1 (stereo unspecified)	-5%	13%	6%	1	-2	6%	13%	25%
Cc1ccc(NC(=O)c2sc3nc(-c4ccncc4)ccc3c2N)cc1	1%	0%	.	3	.	.	.	-24%
CCC(C)c1ccc(S(=O)(=O)N2CCN(C(C)C(=O)NC3CCCC3)CC2)cc1 (stereo unspecified)	-11%	-5%	-6%	-17	-8	-5%	-3%	.
COC(=O)c1nn(-c2ccc(OC)cc2)c(=O)cc1NN	-8%	6%[9.22 µM]	-8%	2	11	2%	-7%	17%
COc1cc(CNC2CCCCCCC2)cc(Br)c1OCC#N	17%	24%	-1%	-7	-18	2%	4%	.
CNCCOc1ccc(Cl)c(Cl)c1	-6%	-3%	9%	13	-62*	0%	13%	9%
CCCCn1c(CCCNC(=O)CC)nc2ccccc21	-7%	5%	1%	-1	-8	?	15%	-7%
CCO[C@H]1OC(C(=O)NC2CC2)=C[C@@H](c2coc3ccccc3c2=O)[C@@H]1CCCO	-7%	19%	16%	4	-9	-3%	13%	-3%
O=C(NCCN1CCOCC1)c1ccc2c(c1)N(Cc1cccc(F)c1)C(=O)c1ccccc1S2	1%	-7%	-10%	-7	21	-3%	-5%	35%
O=c1cc(O)cc2n1CCC2	-16%	-11%	0%	-4	0	-1%	4%	-22%
O=C1NC(=O)/C(=C\c2ccc(Br)o2)S1	-28%	17%	-20%	0	15	2%	5%	2%
Cc1nc2nc(C(F)(F)F)[nH]c2nc1C	-4%	23%	-6%	7	12	4%	1%	-14%
Cc1c(N2C(=O)c3ccc(F)cc3C2=O)c(=O)n(-c2ccccc2)n1C	-7%	-12%	20%	-1	14	3%	3%	20%
COc1ccc2[nH]cc(CCN3C(=O)CCC3=O)c2c1	19%	3%	2%	5	20	0%	-5%	-18%
CCCOC(=O)Cc1n[nH]c(=O)[nH]c1=O	2%	3%	11%	3	2	0%	6%	-11%
Cc1ccc(CCC(=O)Nc2ccc(C)c(C)c2)o1	-13%	8%	0%	5	-14	6%	-1%	-6%
COc1cc(OC)cc(C(=O)NCCNC(=O)c2ccccn2)c1	-4%	-26%	1%	-4	-9	0%	18%	22%
CCN(C(=O)Cn1c(C(=O)OC)cc2sccc21)c1cccc(C)c1	6%	6%	.	8	.	.	.	32%
O=c1oc2ccccc2cc1-c1csc(NN=C2CCCC2)n1	6%	10%	11%	-4	-3	-4%	4%	.
O=C(Cc1cn2ccsc2n1)Nc1ccccc1Oc1ccccc1	14%	0%	1%	-2	19	-1%	1%	19%
CC(C)CN(C(=O)CCCc1nc2ccccc2c(=O)[nH]1)c1c(N)n(Cc2ccccc2)c(=O)[nH]c1=O	14%	7%	-1%	1	6	3%	8%	6%
COc1ccc(CN2C(=O)CSCC2(C)C(=O)NC(C)C)cc1 (stereo unspecified)	-5%	1%	1%	-5	0	1%	8%	-5%
O=C(CSc1ncn(-c2ccccc2)n1)c1cccs1	7%	?	-2%	-3	-4	0%	4%	6%
Cc1ccc(S(=O)(=O)N2CCC(C(=O)Nc3ccc(S(=O)(=O)N4CCOCC4)cc3)CC2)cc1	-2%	1%	-6%	10	-4	-1%	-4%	.
COc1ccc([N+](=O)[O-])cc1-c1[nH]c(-c2ccc(C(=O)O)cc2)nc1-c1ccccc1	-8%	-4%	?	2	-19	7%	5%	?
CCC(=O)NNc1ncnc2c1cnn2-c1ccc(C)c(Cl)c1	-20%	10%	.	-11	.	.	.	-12%
O=C(OC1CCOC1=O)c1ccc(-c2nc3ccccc3s2)s1 (stereo unspecified)	-19%	-4%	-1%	-3	0	-3%	10%	15%
CCCCn1c(N)c(N(C)C(=O)c2c(C)nn(-c3ccccc3)c2C)c(=O)[nH]c1=O	-1%	-3%	11%	5	-4	1%	-1%	1%
COc1ccc(N2CCN(C(=O)c3ccc(S(=O)(=O)N4CCCC4)cc3)CC2)cc1	-6%	-22%	2%	-9	-9	-1%	6%	13%
Nc1nc(Nc2ccc(Cl)cc2)nc(NCc2ccco2)c1[N+](=O)[O-]	-16%	-17%	13%	-14	-3	3%	6%	-16%
COc1ccc(C(CCN2CCOCC2)c2c(OC)cc(OC)c3ccc(=O)oc23)cc1 (stereo unspecified)	-9%	10%	-4%	-32	-16	2%	3%	13%
CCOC(=O)N1CCc2c(sc3c2c(=O)n(-c2ccc(Cl)cc2)c(=O)n3CC(C)C)C1	-8%	6%	.	8	.	.	.	3%
CS(=O)(=O)c1ccc(Cl)c(NC(=O)Cc2ccsc2)c1	3%	23%	-3%	-2	-5	-3%	10%	23%
COc1ccc(NC(=O)N(C)C[C@H]2Oc3ccc(NC(=O)Cn4cnnn4)cc3C(=O)N([C@H](C)CO)C[C@@H]2C)cc1	-11%	10%	-17%	-10	0	-3%	0%	1%
CCn1c(SCC(=O)N2CCCCC2)nc2c(c1=O)SCC2	10%	17%	6%	21	53	4%	10%	.
COC(=O)c1ccc(CNc2ccc(C(C)=O)cc2)cc1	0%	?	-10%	12	6	-2%	4%	42%
CCc1ccn2cc(-c3cc(-c4ccccc4)no3)nc2c1	-16%	?	10%	5	41	-5%	3%	-1%
COc1cccc(NC(=O)Cn2nc3c4ccccc4n(Cc4cccc(F)c4)cc-3c2=O)c1	-11%	3%	.	-2	.	.	.	11%
CC(=O)n1nc(-c2cccnc2)nc1N	8%	7%	1%	1	-13	-1%	5%	6%
COc1ccc(NC(=O)c2oc3ccccc3c2NC(=O)COc2ccccc2OC)c(OC)c1	3%	-15%	0%	58*	-1	1%	0%	14%
O=C(NCCCN1CCOCC1)c1ccc(N2CCOCC2)c([N+](=O)[O-])c1	0%	-17%	-6%	-1	5	3%	-4%	.
Cc1ccc(S(=O)(=O)/N=C2\C=C(Nc3cccc(C(=O)O)c3)C(=O)c3ccccc32)cc1	8%	-18%	?	-24	?	-11%	-1%	12%

New compounds follow
SMILES	Abeta rescue	TDP43 rescue	EPAC2 antagonist	DRD3 agonist	D3 antag	aSyn yeast inh	EPAC2 ag	FUS yeast rescue
COc1cccc(NS(=O)(=O)c2ccc3[nH]cc(C(=O)NC(C)c4ccccc4)c(=O)c3c2)c1 (stereo unspecified)	4%	-23%	.	-22	.	0%	.	?
CC[C@@H]1[C@H]2CCCC(=O)N3CC[C@@H](C[C@H]1O)[C@@H]23	2%	6%	2%	-5	47	-3%	3%	-2%
Cc1cccc2cc(CN(CCN(C)C)C(=S)NCc3ccco3)c(=O)[nH]c12	-2%	2%	0%	-4	24	-14%	-6%	.
CCOC(=O)c1c(C)[nH]c(C(=O)COC(=O)C2CC2)c1C	6%	6%	-10%	6	-20	1%	5%	-11%
CCCn1nc(C(=O)Oc2ccc3c(C)cc(=O)oc3c2)c2ccccc2c1=O	0%	-8%	3%	4	53	4%	-1%	15%
